High-throughput results: PubChem, several laboratories
Salmonella PhoP GFP – inhibitors of PhoP regulon expression, primary screen, Salmonella Typhimurium, GFP reporter (AID 1863). one-dose inhibition, % at 50 µM; IC50 in µM for titrated hits. S. Typhimurium PhoP-regulated promoter GFP reporter, 4 h; higher % means a stronger effect. actives 0.16% (n = 300,000);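 active = inhibition over 29.93%, a cutoff 3 SD above the screen mean, later confirmed by dose response; inconclusive = inhibition over 29.93% but no dose response follow-up; inactive = inhibition at most 29.93% or unconfirmed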;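 also: 0% = low Mg2+ inducing control and 100% = high Mg2+ repressing control; strong numbers were not always called active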
West Nile virus CPE – inhibition of WNV-induced cytopathic effect – cell-based, CPE readout (AID 1621). West Nile virus-infected cells, CPE inhibition; higher % means a stronger effect. one-dose CPE inhibition, % at 10 µM; IC50 in µM for titrated hits. actives 0.02% (n = 290,000); in the data active = a potency from the dose series; inconclusive = CPE inhibition mostly from about 3.7% at the one dose, without a potency; inactive = the rest, 99 in 100 with CPE inhibition below about 2.2%; also: strong numbers were not always called active
Siah-1 displacement – blockers of Siah-1 interaction with plectin peptide – biochemical, fluorescence polarization, rhodamine-plectin, uHTS, primary screen (AID 1817); Siah-1 / rhodamine-plectin peptide fluorescence polarization; higher % means a stronger effect; displacement, % at 20 µM; hits with a dose series show IC50 in µM; actives 0.02% (n = 290,000);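 active = displacement of at least 50% at 20 µM, with a fluorescence ratio check between 0.3 and a set limit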;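 also: plate controls were Siah plus tracer with DMSO for no effect and tracer alone without Siah for full effect; strong numbers were not always called active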
Yfh1-depleted yeast – mitochondrial function rescue without frataxin homolog – Friedreich's ataxia, plus single-dose screen, dose response (AID 1465) | S. cerevisiae Yfh1-off respiration, WST-1 reduction, 72 h; higher fold induction means a stronger effect | one-dose fold induction at 50 µM; EC50 in µM for titrated hits | actives 0.074% (n = 220,000);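 active = fold induction of absorbance versus untreated yeast above a set limit, then at least 30% activation at any dose in follow-up; inconclusive = repeats straddling the limit, or above it without dose testing; inactive = fold induction below the set limit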;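 also: activators that raise dye reduction in frataxin-depleted yeast; strong numbers were not always called active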
P. falciparum M1AAP – malaria alanyl aminopeptidase activity blockers – biochemical, fluorogenic H-Leu-NHMec substrate, 1536-well (AID 1445); recombinant M1AAP, H-Leu-NHMec fluorogenic kinetic assay; higher % means a stronger effect; inhibition, % at 30 µM, or IC50 in µM where a hit was titrated; actives 0.42% (n = 220,000);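 active = primary inhibition above the hit cutoff, then over 50% inhibition at one or more dose response concentrations, cut at about 23% in these data, passing the limit was not always enough; inconclusive = conflicting primary data, or primary hits not chosen for dose response; inactive = low primary inhibition, or under 50% at every dose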;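 also: plate controls were DMSO full reaction for no effect and no enzyme background for full effect; strong numbers were not always called active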
XIAP displacement – small molecules displacing peptide from XIAP – biochemical, IAP family, fluorescence polarization (AID 1018); actives 0.007% (n = 200,000); XIAP BIR domain, fluorescence polarization peptide displacement; higher % means a stronger effect; displacement, % at 20 µM, or IC50 in µM where a hit was titrated; in the data active = displacement above about 50%; also: a part of the inactive calls stands beside numbers as strong as those of hits
M17LAP inhibition – P. falciparum M17LAP inhibitors, primary screen, biochemical, fluorogenic H-Leu-NHMec substrate, 1536-well (AID 1619); actives 0.38% (n = 220,000); inhibition, % at 30 µM, or IC50 in µM where a hit was titrated; recombinant M17LAP, H-Leu-NHMec fluorogenic kinetic assay; higher % means a stronger effect;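 active = compound inhibiting the enzyme by more than half at any dose during confirmatory dose-response retesting; inconclusive = strong single-dose inhibitors picked by rank but not retested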;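 also: plate controls were full reaction with DMSO carrier for no effect and no enzyme background for full effect; strong numbers were not always called active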
human PMI inhibitors – human PMI inhibitors, high substrate, primary screen, biochemical, fluorescence intensity, high mannose 6-phosphate (AID 1220). actives 0.66% (n = 190,000). inhibition, % at 20 µM, or IC50 in µM where a hit was titrated. recombinant PMI enzyme, coupled fluorescence intensity; higher % means a stronger effect; in the data active = inhibition above about 50%
CSM14.1 death rescue – protection against thapsigargin-triggered cell killing – 384-well, CSM14.1, ATP luminescence, primary screen (AID 1222). CSM14.1 thapsigargin-induced death rescue, ATP luminescence; higher % means a stronger effect. one-dose cellular ATP content (survival), % at 20 µM; EC50 in µM for titrated hits. 190,000 tested, under 10 active;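 active = EC50 below 50 µM in the dose-response confirmation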;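 also: death triggered by thapsigargin at about 15 µM added after 2 h compound pretreatment; cell ATP read after overnight thapsigargin exposure of roughly 18 to 22 hours; normalized against plate controls of thapsigargin alone and 5% DMSO vehicle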
An asterisk follows results filed as active.

How did O=[N+]([O-])c1cc(/C=N/O)ccc1N1CCCC1 do in these assays?
Salmonella PhoP GFP: 1%; West Nile virus CPE: -0.1%; Siah-1 displacement: 3%; Yfh1-depleted yeast: inactive; P. falciparum M1AAP: 1%; XIAP displacement: -8.2%; M17LAP inhibition: 40%; human PMI inhibitors: 8%; CSM14.1 death rescue: 0.7%

What do the screens show for `CC(C)=Nc1ccccc1C1COC(=O)C1=N` (stereo unspecified)?
Salmonella PhoP GFP: -6%; West Nile virus CPE: 0.6%; Siah-1 displacement: -3%; Yfh1-depleted yeast: inactive; P. falciparum M1AAP: 11%; XIAP displacement: -1.9%; M17LAP inhibition: 18%; human PMI inhibitors: 8%; CSM14.1 death rescue: 0.5%

How did O=C(NC(=S)N1CCOCC1)c1cc2ccccc2o1 do in these assays?
West Nile virus CPE: 1.6%; Siah-1 displacement: 4%; Yfh1-depleted yeast: inactive; XIAP displacement: -1.9%; human PMI inhibitors: 1%; CSM14.1 death rescue: -0.6%

What do the screens show for `Cc1ccc2[nH]c(-c3ccccc3)c(CN3CCN(C)CC3)c(=O)c2c1`?
Salmonella PhoP GFP: -10%; West Nile virus CPE: -1.0%; Siah-1 displacement: 0%; Yfh1-depleted yeast: inactive; P. falciparum M1AAP: 6%; XIAP displacement: -4.8%; M17LAP inhibition: 4%; human PMI inhibitors: 9%; CSM14.1 death rescue: -0.7%

What do the screens show for `COc1ccc(CCn2c(=O)[nH]c3cc(C(=O)NCCCN4CCOCC4)ccc3c2=O)cc1OC`?
Salmonella PhoP GFP: -19%; West Nile virus CPE: 0.0%; Siah-1 displacement: -7%; Yfh1-depleted yeast: inactive; P. falciparum M1AAP: 5%; M17LAP inhibition: 0%

Results for CC(C)(C)OC(=O)NCCCCc1cn(CC(=O)N2CCN(C(=O)OC(C)(C)C)CC2)nn1 ?
Salmonella PhoP GFP: -6%; West Nile virus CPE: 0.1%; Siah-1 displacement: 1%; Yfh1-depleted yeast: inactive; P. falciparum M1AAP: -5%; XIAP displacement: -1.3%; M17LAP inhibition: -3%; human PMI inhibitors: -3%; CSM14.1 death rescue: 0.8%

Results for CC(C)NC(=O)Nc1n[nH]c(Nc2ccc(Cl)cc2)n1 ?
Salmonella PhoP GFP: -1%; West Nile virus CPE: 0.3%; Siah-1 displacement: -7%; Yfh1-depleted yeast: inactive; P. falciparum M1AAP: -2%; M17LAP inhibition: 8%

Results for COc1ccccc1NC(=O)c1csc2c1CCC(C)C2 (stereo unspecified) ?
Salmonella PhoP GFP: 5%; West Nile virus CPE: -1.1%; Siah-1 displacement: -1%; Yfh1-depleted yeast: inactive; P. falciparum M1AAP: 0%; XIAP displacement: 3.1%; M17LAP inhibition: 12%; human PMI inhibitors: 9%; CSM14.1 death rescue: 1.7%

How did O=C(CSc1nc2ncccc2[nH]1)NCc1ccccc1 do in these assays?
Salmonella PhoP GFP: 2%; West Nile virus CPE: 0.4%; Siah-1 displacement: -9%; Yfh1-depleted yeast: inactive; P. falciparum M1AAP: 8%; XIAP displacement: -3.3%; M17LAP inhibition: -8%; human PMI inhibitors: 2%; CSM14.1 death rescue: -0.5%

How did COC(=O)c1cccc(-c2ccc(/C=N/N3C(=O)C4C5C=CC(C6CC56)C4C3=O)o2)c1 (stereo unspecified) do in these assays?
Salmonella PhoP GFP: -4%; West Nile virus CPE: 0.4%; Siah-1 displacement: 0%; Yfh1-depleted yeast: inactive; P. falciparum M1AAP: 9%; XIAP displacement: 1.5%; M17LAP inhibition: 3%; human PMI inhibitors: 22%; CSM14.1 death rescue: 1.4%

Results for O=c1c2ccccc2nnn1CSc1nc2ccccc2[nH]1 ?
Salmonella PhoP GFP: 15%; West Nile virus CPE: -0.8%; Siah-1 displacement: 0%; Yfh1-depleted yeast: inactive; P. falciparum M1AAP: -3%; XIAP displacement: -7.4%; M17LAP inhibition: -8%; human PMI inhibitors: 6%; CSM14.1 death rescue: -1.0%

Results for CSc1c(-c2ccccc2)nc2ccc(Cl)cc2c1C(=O)O ?
Salmonella PhoP GFP: -12%; West Nile virus CPE: 1.2%; Siah-1 displacement: -4%; Yfh1-depleted yeast: inactive; P. falciparum M1AAP: inconclusive; XIAP displacement: -14%; M17LAP inhibition: 10%; human PMI inhibitors: 0%; CSM14.1 death rescue: -1.3%

What do the screens show for `CC(=O)c1cccc(N(C(=O)Cn2nnc3ccccc32)C(C(=O)NC2CCCCC2)c2cn(C)nc2C)c1` (stereo unspecified)?
Salmonella PhoP GFP: 2%; West Nile virus CPE: 0.0%; Siah-1 displacement: 1%; Yfh1-depleted yeast: inactive; P. falciparum M1AAP: 4%; XIAP displacement: -1.8%; M17LAP inhibition: 4%; human PMI inhibitors: 1%; CSM14.1 death rescue: -4.2%

Results for OC1(c2ccccn2)COc2ccccc2O1 (stereo unspecified) ?
Salmonella PhoP GFP: -8%; West Nile virus CPE: 0.1%; Siah-1 displacement: -1%; Yfh1-depleted yeast: inactive; P. falciparum M1AAP: 2%; M17LAP inhibition: 9%

Results for O=C(COC(=O)CSc1ccc2ccccc2c1)Nc1ccccc1OC(F)F ?
Salmonella PhoP GFP: -10%; West Nile virus CPE: -0.6%; Siah-1 displacement: 5%; Yfh1-depleted yeast: inactive; P. falciparum M1AAP: inconclusive; XIAP displacement: -2.4%; M17LAP inhibition: 7%; human PMI inhibitors: 18%; CSM14.1 death rescue: -0.4%

Results for CS(=O)(=O)N1CCCC(C(=O)Nc2ccc3c(c2)OCCO3)C1 (stereo unspecified) ?
Salmonella PhoP GFP: 1%; West Nile virus CPE: 0.5%; Siah-1 displacement: 0%; Yfh1-depleted yeast: inactive; P. falciparum M1AAP: -1%; XIAP displacement: -7.8%; M17LAP inhibition: -8%; human PMI inhibitors: -2%; CSM14.1 death rescue: -3.7%

How did Cc1cccc(Cn2c(C)nc3c(N)c(C)c(C)cc32)c1 do in these assays?
Salmonella PhoP GFP: -3%; West Nile virus CPE: -0.3%; Siah-1 displacement: -5%; Yfh1-depleted yeast: inactive; P. falciparum M1AAP: 7%; XIAP displacement: -8.3%; M17LAP inhibition: -4%; human PMI inhibitors: 30%; CSM14.1 death rescue: -0.8%

Results for CCOC(=O)C(=CNc1ccccc1N1CCOCC1)C(=O)OCC ?
Salmonella PhoP GFP: -4%; West Nile virus CPE: -0.3%; Siah-1 displacement: 4%; Yfh1-depleted yeast: inactive; P. falciparum M1AAP: 10%; M17LAP inhibition: 12%

What do the screens show for `Cc1cc2c(c(=O)n1C)C(C(C)C)C(C#N)=C(N)O2` (stereo unspecified)?
Salmonella PhoP GFP: -1%; Siah-1 displacement: 9%; P. falciparum M1AAP: 14%; XIAP displacement: 0.6%; M17LAP inhibition: 21%; human PMI inhibitors: 1%; CSM14.1 death rescue: -1.3%

How did COc1ccc(-c2nc3ccc(C(=O)NCC(OC)OC)cc3nc2-c2ccc(OC)cc2)cc1 do in these assays?
Salmonella PhoP GFP: -1%; West Nile virus CPE: -1.0%; Siah-1 displacement: 0%; Yfh1-depleted yeast: inactive; P. falciparum M1AAP: -3%; XIAP displacement: 3.7%; M17LAP inhibition: -3%; human PMI inhibitors: -10%; CSM14.1 death rescue: 0.8%

How did COc1cc(S(=O)(=O)NC2CCCC2)c(OC)cc1Cl do in these assays?
Salmonella PhoP GFP: -4%; West Nile virus CPE: -0.6%; Siah-1 displacement: 1%; Yfh1-depleted yeast: inactive; P. falciparum M1AAP: 3%; XIAP displacement: -6.7%; M17LAP inhibition: -3%; human PMI inhibitors: 2%; CSM14.1 death rescue: -0.2%

How did Cc1cccn2c(CN(C)CC3Cc4ccccc4O3)c(C(=O)N3CCCCC3)nc12 (stereo unspecified) do in these assays?
Salmonella PhoP GFP: -4%; West Nile virus CPE: -1.2%; Siah-1 displacement: 1%; Yfh1-depleted yeast: inactive; P. falciparum M1AAP: 0%; XIAP displacement: 2.3%; M17LAP inhibition: -4%; human PMI inhibitors: -1%; CSM14.1 death rescue: 3.5%

What do the screens show for `Cc1ccccc1-n1c(C)cc(/C=C2\NC(=O)NC2=O)c1C`?
Salmonella PhoP GFP: 5%; West Nile virus CPE: -0.5%; Siah-1 displacement: 1%; Yfh1-depleted yeast: inactive; P. falciparum M1AAP: 9%; XIAP displacement: -2.9%; M17LAP inhibition: 3%; human PMI inhibitors: 17%; CSM14.1 death rescue: -3.8%

Results for CN(C)CCN1CCc2ccccc21 ?
Salmonella PhoP GFP: -13%; West Nile virus CPE: 1.0%; Siah-1 displacement: -3%; Yfh1-depleted yeast: inactive; P. falciparum M1AAP: 11%; XIAP displacement: -6.8%; M17LAP inhibition: 3%; human PMI inhibitors: 12%; CSM14.1 death rescue: -1.4%

What do the screens show for `COc1cc(C)ccc1S(=O)(=O)N1CCCCCC1`?
Salmonella PhoP GFP: 12%; West Nile virus CPE: 0.7%; Siah-1 displacement: 1%; Yfh1-depleted yeast: inactive; P. falciparum M1AAP: -6%; XIAP displacement: -6.8%; M17LAP inhibition: -11%; human PMI inhibitors: -2%; CSM14.1 death rescue: -1.6%

How did CCOc1ccc(N(CC(=O)NCCc2ccc(Cl)cc2)S(=O)(=O)c2c(C)[nH]c(=O)[nH]c2=O)cc1 do in these assays?
Salmonella PhoP GFP: -4%; Siah-1 displacement: 8%; Yfh1-depleted yeast: inactive; P. falciparum M1AAP: -5%; XIAP displacement: 1.0%; M17LAP inhibition: 0%; human PMI inhibitors: 4%; CSM14.1 death rescue: -0.8%

What do the screens show for `COc1cccc(-n2cc(C(=O)O)c3ccccc3c2=O)c1`?
Salmonella PhoP GFP: -5%; West Nile virus CPE: 0.5%; Siah-1 displacement: 2%; Yfh1-depleted yeast: inactive; P. falciparum M1AAP: 8%; XIAP displacement: -3.8%; M17LAP inhibition: -4%; human PMI inhibitors: 1%; CSM14.1 death rescue: -1.0%

How did CCOC(=O)c1c(NC(=O)CSc2ncnc3[nH]ncc23)sc2c1CCC(C)C2 (stereo unspecified) do in these assays?
Salmonella PhoP GFP: -6%; West Nile virus CPE: -0.5%; Siah-1 displacement: 5%; Yfh1-depleted yeast: inactive; P. falciparum M1AAP: 7%; XIAP displacement: -4.6%; M17LAP inhibition: 13%; human PMI inhibitors: 2%; CSM14.1 death rescue: -0.9%

How did Cc1ccc(Nc2nc(N)nc(CSCCO)n2)cc1 do in these assays?
Salmonella PhoP GFP: 14%; West Nile virus CPE: 0.2%; Siah-1 displacement: 3%; Yfh1-depleted yeast: inactive; P. falciparum M1AAP: -2%; XIAP displacement: -6.7%; M17LAP inhibition: -5%; human PMI inhibitors: 8%; CSM14.1 death rescue: 1.1%
